Screening data deposited in PubChem BioAssay by several laboratories.
ADAM17 inh – ADAM17 inhibitors, primary screen, biochemical, QFRET. inhibition, % at 6.95 µM. Disintegrin and metalloproteinase domain-containing protein 17 (Homo sapiens), P78536. AID 720648, 2013. recombinant ADAM17, EDANS/DABCYL FRET peptide cleavage. 370,000 compounds, 0.83% hits;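 active means inhibition above the mean of compounds lying between control limits plus 3 SD, set per campaign, cut at about 8.5% in these data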;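 further: 0% = DMSO-only wells as the low control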
Target sequence (P78536 215-824 limits assumed): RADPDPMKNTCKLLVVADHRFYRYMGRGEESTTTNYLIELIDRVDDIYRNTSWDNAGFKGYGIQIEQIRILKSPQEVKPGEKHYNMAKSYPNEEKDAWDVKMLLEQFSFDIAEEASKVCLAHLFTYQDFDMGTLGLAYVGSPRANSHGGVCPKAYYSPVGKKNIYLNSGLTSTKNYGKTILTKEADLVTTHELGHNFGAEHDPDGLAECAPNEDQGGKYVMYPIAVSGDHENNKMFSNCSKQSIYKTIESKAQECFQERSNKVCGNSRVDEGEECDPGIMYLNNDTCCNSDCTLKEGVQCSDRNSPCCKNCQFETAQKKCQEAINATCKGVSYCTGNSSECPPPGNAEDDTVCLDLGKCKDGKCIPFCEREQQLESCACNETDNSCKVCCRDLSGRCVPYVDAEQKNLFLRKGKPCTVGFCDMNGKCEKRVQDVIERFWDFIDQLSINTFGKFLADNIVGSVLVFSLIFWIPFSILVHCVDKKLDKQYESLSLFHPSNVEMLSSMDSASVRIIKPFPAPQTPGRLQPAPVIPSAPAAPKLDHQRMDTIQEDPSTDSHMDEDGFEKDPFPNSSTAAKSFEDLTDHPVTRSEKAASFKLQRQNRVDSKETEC
NR1D1 modulator – modulators of Rev-erb alpha DNA binding, primary screen, biochemical, FITC-DNA, fluorescence polarization, uHTS; Nuclear receptor subfamily 1 group D member 1 (Homo sapiens), P20393; Rev-erbα–FITC-DNA binding, 90 min; activity, % at 10 µM; 370,000 compounds, 0.79% hits; AID 1259318, 2017;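 active means activity above about 14%, limit read from the data; passing the limit was not always enough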;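 further: 0% = DMSO wells with 35 nM protein and 100% = DMSO wells with 750 nM protein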
DAX1 inh-1 – DAX1 (NR0B1) inhibitors, primary screen, cell-based, HEK293, Gal4-DAX1, luciferase luminescence. Nuclear receptor subfamily 0 group B member 1 (Homo sapiens), P51843. HEK293 Gal4-DAX1 luciferase reporter. inhibition, % at 6.75 µM. 340,000 compounds, 0.99% hits. AID 504766, 2011;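 active means inhibition above the mean over all tested compounds plus 3 SD, cut at about 4.2% in these data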;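 further: 0% = DAX1-transfected cells with DMSO and 100% = empty-vector control cells with DMSO; inhibition shows as a rise in luminescence from relieved DAX1 repression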
Target sequence (P51843 207-470 limits assumed): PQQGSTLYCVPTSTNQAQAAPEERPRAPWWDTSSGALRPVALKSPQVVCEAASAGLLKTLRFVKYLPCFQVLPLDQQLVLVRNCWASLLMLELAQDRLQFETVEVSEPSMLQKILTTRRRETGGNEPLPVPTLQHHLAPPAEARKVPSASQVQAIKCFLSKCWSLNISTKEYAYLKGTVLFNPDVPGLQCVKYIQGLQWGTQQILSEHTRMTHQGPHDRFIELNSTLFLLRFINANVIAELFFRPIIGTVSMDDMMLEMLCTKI
ssDAF-12 act – S. stercoralis DAF-12 nuclear receptor activators, primary screen, cell-based, luminescence, HEK293, GRIP1 co-expression, lit1-tk-luc; Nuclear hormone receptor DAF-12 (Strongyloides stercoralis); 370,000 compounds, 1% hits; HEK293 ssDAF-12/GRIP1 lit1-tk-luc reporter; % of 3 µM dafachronic acid response; activation, % at 6.8 µM;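 active means activation above the mean over all tested compounds plus 3 SD, cut at about 0.9% in these data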;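 further: 0% = DMSO-only wells and 100% = 3 µM delta7-dafachronic acid wells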
hgDAF-12 ag – H. glycines DAF-12 receptor agonists, primary screen, cell-based, luminescence, HEK293, GAL4 fusion, UAS-luciferase | activation, % at 6.8 µM | HEK293 GAL4-hgDAF12 UAS-luciferase reporter, agonist luminescence; normalized to butyrate control | Nuclear hormone receptor DAF-12 (Heterodera glycines), GAL4 fusion | AID 687014, 2013 | 370,000 compounds, 1.8% hits;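 active means activation above a cutoff set at the mean of all screened compounds plus 3 SD, cut at about 10% in these data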;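 further: 0% = DMSO wells and 100% = sodium butyrate wells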
PLCg1 inh – PLC-gamma1 enzyme inhibitors, primary screen, biochemical, fluorescence, purified enzyme | fluorogenic substrate | inhibition, % at 12.2 µM | 370,000 compounds, 0.84% hits | AID 720700, 2013; in the data active means inhibition above about 9.5%
DAX1 inh-2 – DAX1 (NR0B1) inhibitors on StAR promoter, primary screen, cell-based, luminescence, SF-1 (NR5A1), full-length DAX-1 | HEK293T StAR-luciferase reporter, SF-1/DAX-1 repression relief | inhibition, % at 6.8 µM | 370,000 compounds, 1.1% hits | AID 652010, 2013;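 active means inhibition above the mean over all tested compounds plus 3 SD, cut at about 3.6% in these data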;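 further: 0% = DAX-1 cells with DMSO and 100% = cells lacking DAX-1 with DMSO; higher inhibition means more luminescence from relief of DAX-1 repression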
PLC-beta3 inh – human PLC-beta3 inhibitors, primary screen, biochemical, fluorescence; 1-phosphatidylinositol 4,5-bisphosphate phosphodiesterase beta-3 (Homo sapiens), Q01970; Purified PLC-beta3, fluorogenic substrate; inhibition, % at 12.2 µM; 370,000 compounds, 0.18% hits; AID 720704, 2013; in the data active means inhibition above about 11%;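 further: 0% = median of compound wells on plate and 100% = full blocker control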
MBD2 DNA inh – inhibitors of MBD2 binding to methylated DNA, primary screen, biochemical, TR-FRET, DNA-binding domain, human. AID 686964, 2013. Methyl-CpG-binding domain protein 2 (Homo sapiens), Q9UBB5. 370,000 compounds, 0.31% hits. MBD2 binding to methylated oligonucleotide. inhibition, % at 4.4 µM; in the data active means inhibition above about 13%
hcDAF12 agonist – H. contortus DAF-12 nuclear receptor activators, primary screen, cell-based, luminescence, HEK293, lit1-tk-luc reporter | HEK293 hcDAF-12 lit1-tk-luc reporter; 0% DMSO, 100% Δ7-dafachronic acid | activation, % at 6.8 µM | 370,000 compounds, 1.4% hits | AID 652067, 2013;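 active means activation above the mean of all tested compounds plus 3 SD, cut at about 5.5% in these data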;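 further: 100% = response to 3 µM Δ7-dafachronic acid high control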
SMARCA2 activ – SMARCA2 (BRM) function activators, primary screen, cell-based, luminescence, high throughput | MG213 cells, MMTV-luciferase reporter, dexamethasone, overnight | activation, % at 9.1 µM | 370,000 compounds, 1% hits | AID 652017, 2013; in the data active means activation above about 7.8%;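 further: 0% = vehicle wells and 100% = reference activator wells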
An asterisk follows results filed as active; i = inactive; x = not tested or not shown.

SMILES	ADAM17 inh	NR1D1 modulator	DAX1 inh-1	ssDAF-12 act	hgDAF-12 ag	PLCg1 inh	DAX1 inh-2	PLC-beta3 inh	MBD2 DNA inh	hcDAF12 agonist	SMARCA2 activ
O=C(c1ccc2c(c1)N(Cc1ccc(F)cc1)CCS2)N1CCOCC1	-88	-1	0.1	-1.2	-1.0	i	1.9	i	1	0.6	-2
NC(=O)CC(NC(=O)c1ccccc1)c1ccc(N2CCC(Cc3ccccc3)CC2)c([N+](=O)[O-])c1 (centres undefined)	1	-1	-2.4	-1.3	-0.4	2	-1.0	4	2	-1.2	-2
C=CC[C@@H](CC(=O)N[C@H](CO)Cc1ccccc1)C(=O)N[C@@H](COC(=O)[C@@H](CC=C)CC(=O)OC(C)(C)C)Cc1c[nH]c2ccccc12	5	-2	-1.5	-1.7	-3.9	12*	-0.9	3	1	-0.5	0
COc1ccccc1NS(=O)(=O)c1cc(NC(=O)C(C)C)ccc1N1CCCCC1	7	0	-0.8	-2.0	-0.3	2	-0.3	0	-1	-1.6	-2
CCOC(=O)c1ccc(NC(=O)C2CC2)cc1	-4	4	0.1	-1.4	1.0	5	0.6	6	10	-0.8	3
CC(C)CN1CCC(=O)NC1=S	-2	2	-0.3	-0.9	1.4	-2	-0.5	2	0	-1.3	5
CCOc1cc(/C=N/O)ccc1OCc1ccccc1F	0	3	-0.2	-1.7	1.1	1	0.5	-1	4	2.4	0
Cn1c(O)c(N=Nc2ccc(F)cc2)c2ccccc21	-4	-3	-0.7	0.1	1.8	-5	0.1	-3	-3	5.6*	-2
CC(C)(CNC(=O)c1ccc(S(=O)(=O)Nc2ccc(Cl)cc2)cc1)N1CCOCC1	0	-5	-0.4	-0.6	-3.2	-2	0.2	-3	-1	-2.5	-1
S=c1[nH]nc(COc2ccc(Cl)cc2)n1Cc1ccccc1	1	-6	1.1	-0.4	0.3	-1	-0.1	-3	2	1.7	-1
O=C(O)CCN(Cc1ccccc1)S(=O)(=O)c1c(Cl)cccc1Cl	-4	0	0.1	-1.5	-1.3	0	0.2	-6	3	-0.3	-4
Cc1ccc(S(=O)(=O)NCCc2nnc3ccc(SCC(=O)Nc4nc(C)cs4)nn23)cc1	-1	0	0.3	-0.8	0.0	0	-0.2	1	0	4.4	2
CC(C)(C)NC(=S)N/N=C/c1cccnc1	0	2	-1.2	-1.6	-0.5	1	1.4	-5	-5	-1.3	0
Cc1ccc(S(=O)(=O)N2CCC(=O)N(C(COCc3cccc(Cl)c3)C(C)C)CC2)cc1 (centres undefined)	-3	9	1.2	-1.4	-0.2	-2	-0.1	0	1	0.3	1
CC1=C(C(=O)Nc2cc(C)ccc2C)C(c2cccs2)NC(=S)N1 (centres undefined)	-5	-6	-0.3	-1.8	-0.3	-3	-0.6	0	6	-0.9	3
COc1cc(/C=N/NC(=O)c2cc(-c3cccc(OC(C)C)c3)nc3ccccc23)ccc1O	7	7	-4.3	-1.1	-6.3	-7	-0.3	-13	8	0.1	-3
CCOC(=O)C(C(=O)OCC)C(Nc1cccc(Br)c1)c1ccccc1 (centres undefined)	1	-4	-2.6	-2.1	-1.5	7	-0.5	2	-4	-0.7	-1
Cc1ccc(S(=O)(=O)N2CCOCC2)cc1NC(=O)CNC(C)c1ccccc1 (centres undefined)	-3	-2	-1.5	-1.2	-3.2	1	0.6	1	1	-2.3	3
CCOc1ccc(NC(=O)CN(C)C(=O)c2ccccc2OCc2c(C)noc2C)cc1OCC	-3	-6	-0.2	-0.5	2.1	0	-0.1	-6	-2	-2.0	0
O=C(N/N=C/C(Cl)=C\c1ccccc1)c1ccco1	1	2	5.8*	-0.1	6.9	1	2.0	-6	0	1.8	12*
S=c1nccc(-c2cccs2)[nH]1	-6	-6	0.2	-1.3	-0.9	-1	-0.2	-8	-1	-0.2	-3
c1ccc(-c2ccccn2)nc1	0	-5	-1.4	-0.9	4.3	1	1.7	4	-2	-1.3	-5
O=C(CN1C(=O)CCSc2ccccc21)Nc1cccc(Cl)c1F	-1	1	x	-1.7	0.0	0	-1.2	0	-1	-1.0	-4
CCOc1nc2ccccc2nc1C	0	-1	-0.1	-1.0	1.0	3	1.0	1	-1	3.2	1
Cc1c(C)n(C)c2ccc(C(=O)NCCN3CCOCC3)cc12	-9	-5	0.4	-0.5	2.6	-17	0.0	-34	3	-0.6	-1
Cc1ccc(S(=O)(=O)N2CCN(S(=O)(=O)N3CCCCC3)CC2)cc1C	-5	-3	-0.8	-0.8	-2.2	-1	0.0	-8	7	-1.0	0
COc1ccc(-c2cc(=O)oc3cc(OCC(=O)N(C)C)ccc23)cc1	-11	5	1.2	-1.6	-1.3	-81	-0.4	-93	-1	-0.3	1
CCOc1ccc(C2CC(=O)NC(SCC(=O)OC)=C2C#N)cc1 (centres undefined)	-3	-8	1.5	-1.9	1.6	-1	0.0	1	0	-2.2	-5
CCOc1ccc(OCCOCCOc2c(Cl)cccc2Cl)cc1	-4	7	-0.3	-1.1	-0.2	-3	-0.7	-3	1	-1.2	-1
CC(C)(C)c1ccc(-c2nc3cc(N)ccc3o2)cc1	-68	2	0.1	-0.8	7.8	i	0.6	i	-4	4.0	-1
COc1cc(/C=C2\SC(N3CCCCC3)=NC2=O)cc(OC)c1OC	-10	2	0.6	-0.9	-0.2	-94	-0.6	-134	-8	-1.3	-2
COc1ccc(C(=O)COC(=O)c2ccc(Cl)nc2)c(OC)c1	-3	-4	1.6	-1.2	-0.4	-9	0.2	-19	2	-0.8	-4
O=S1(=O)c2ccc(N3CC[C@@H](O)C3)cc2O[C@H]2CCN1C2	-6	0	x	0.2	2.5	1	-1.0	-2	5	-1.6	0
O=S(=O)(c1ccccc1)N1CCN=C1SCc1ccc(Cl)cc1	-1	4	-1.6	-1.0	-1.6	3	-0.1	0	-1	-1.2	0
CCC(=O)N(Cc1cc2cc(OC)ccc2[nH]c1=O)c1ccccc1C	-57	4	-1.6	-1.0	0.7	-16	-0.6	-16	3	0.0	-4
CCCCC1=CC2=CC(=O)C(C)(OC(=O)CCc3ccccc3)C(=O)C2=CO1 (centres undefined)	-2	1	0.9	-1.2	-1.1	-60	-0.4	-83	1	0.7	0
COC(=O)[C@@]12CCCN1[C@H](c1ccc(-c3ccc(F)cc3)c(OC)c1)[C@H]1C(=O)N(C)C(=O)[C@H]12	2	-2	-0.3	-1.3	0.9	-3	-0.3	0	-3	-1.0	0
Cc1ccc(N(CCC#N)C(=O)CSc2nc3ccccc3c(=O)[nH]2)cc1	4	15	0.2	-0.9	1.8	-2	3.7*	0	-6	-1.5	0
CCc1ccccc1NC(=O)CNC(=O)CCC(=O)c1cc(C)sc1C	8	2	0.2	-1.3	0.4	1	1.7	0	3	-0.2	-6
Cc1csc2nc(CNC(=O)c3cccc(C(F)(F)F)c3)cn12	-6	-5	-0.1	-1.1	2.8	-1	0.9	-1	1	-0.8	-1
O=C(CNC1CCCC1)Nc1cc(Cl)ccc1[N+](=O)[O-]	-2	0	2.1	-1.4	4.8	3	0.4	-5	-2	-0.3	-4
COc1ccc(CCNC(=O)c2nnn(CC(=O)Nc3cccc(F)c3)c2N)cc1OC	3	-7	-2.2	-1.4	-2.5	1	0.2	3	-2	-1.3	2
Cc1cccc(C)c1NC(=O)CNC(=O)c1ccc2ccccc2n1	-8	3	0.0	0.3	3.6	2	-1.0	-11	9	1.8	0
CC(C)N(C(=O)Cn1cc(SCC(=O)N2CCCC2)c2ccccc21)C(C)C	0	0	3.0	-0.9	0.6	4	-0.5	8	-3	0.5	-4
COc1ccc(CCN=C(N)NS(=O)(=O)c2ccc(OC)c(OC)c2)cc1OC	-4	-3	-0.2	-0.9	-3.4	6	-0.8	-7	9	0.0	-2
CC(=O)Nc1ccc(S(=O)(=O)Oc2cccc(/C=N/N=C3/NC(=O)C(CC(=O)O)S3)c2)cc1 (centres undefined)	-4	4	0.2	-0.9	-2.3	-2	-0.4	0	-2	-0.1	-2
CCN(c1ccccc1)c1cc(C)nc2ncnn12	-1	2	0.3	-0.8	2.6	-1	0.6	-3	3	0.1	-2
CC(C)c1ccc(NC(=O)Cn2c(=O)oc3cccnc32)cc1	-3	-2	0.3	-2.0	-0.4	-1	0.3	-5	-5	-0.2	-1
c1cn(CCCNc2ncnc3sc4c(c23)CCC4)cn1	-6	2	0.0	-1.5	-0.5	-3	-0.2	0	6	-1.8	-2
O=C(NN1CCOCC1)C12CC3CC(CC(C3)C1)C2	-1	3	0.1	-0.2	-1.7	5	0.3	5	-1	-0.8	1

Other entries
SMILES	ADAM17 inh	NR1D1 modulator	DAX1 inh-1	ssDAF-12 act	hgDAF-12 ag	PLCg1 inh	DAX1 inh-2	PLC-beta3 inh	MBD2 DNA inh	hcDAF12 agonist	SMARCA2 activ
COc1ccc2cc(C(N)=O)/c(=N\NC(=O)c3ccccc3)oc2c1	-250	-6	-0.7	-0.2	6.7	-106	-0.3	-167	-7	4.8	1
O=C(Nc1nnc(Cc2ccc(Cl)cc2)s1)c1cccnc1	-3	7	-1.0	-1.9	-3.1	-8	-0.6	-9	-1	-2.7	0
O=C(c1ccc(S(=O)(=O)N2CCCCCC2)cc1)N1CCN(c2ccccn2)CC1	-3	0	1.2	-1.3	-2.0	1	-0.5	-2	1	-2.2	-3
CCc1cc(=O)oc2c(C)c(OC(C)C(=O)NCCCn3ccnc3)ccc12 (centres undefined)	-18	-6	0.4	-1.6	2.9	-2	-0.4	-10	5	-3.5	0
CC1CCCCC1NC(=O)CN1C(=O)NC(C)(c2cc(F)ccc2F)C1=O (centres undefined)	-1	-5	1.1	-1.1	-1.5	2	-1.0	-3	-6	-1.4	-1
COc1ccc(OC)c(Nc2nc3nonc3nc2N2CCCC(C)C2)c1 (centres undefined)	2	-2	-0.1	-1.7	-1.8	-9	-0.4	-12	-1	0.9	0
CCCCOc1ccc(CSc2nnc(C)n2N)cc1[N+](=O)[O-]	-4	3	1.8	-1.1	2.0	0	-0.2	-2	-3	-0.1	1
Cc1nc(NNC(=O)c2ccc([N+](=O)[O-])cc2)cc(-c2ccccc2)n1	3	0	-2.1	-0.5	1.6	3	-0.5	0	3	0.6	0

Outcome played no part in choosing rows (roughly 7.4% active in at least one column).
